Tb PFK block: inhibitors of T. brucei phosphofructokinase | O15648 | T. brucei PFK, ADP-Glo luminescence | Potency, µM (titrated, usually from 57.5 µM), without a hit: at the highest dose activity, negative = inhibition, most hits filed as inhibitors | actives 0.17% (n = 330,000) | AID 485367;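 also: potency is read from the fitted curve at half-maximal effect; 0% = uninhibited 1x PFK enzyme wells and -100% = no-enzyme wells; nearly all actives have a fitted effect of over 60% in size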
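Compounds were pin-transferred as a titration series up to 57 uM into substrate buffer (0.5 mM F6P, 0.1 mM ATP, pH 8.0), then 1.25 nM PFK was added and reactions ran 45 min before ADP-Glo detection.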
uPA generation: blocks generation of uPA at the cell surface | cell surface uPA generation assay, qHTS | Potency, µM (highest dose often 38.3 µM), for inactives: at the top dose activity change, negative = inhibition, hits mostly inhibitors | actives 0.31% (n = 330,000); active = well fitted inhibition curve with a large enough effect; inconclusive = small, poorly fitted or top-dose-only effect; inactive = no such curve, though single readings can be large or run the other way; tested in mouse RAW 264.7 cells; also: potency is read from the fitted curve at half-maximal effect; % is scaled to controls: 0 for no effect and ±100 for the full control effect; nearly all actives have a fitted effect of over 55% in size
ELG1 DNA repair: ELG1-dependent DNA repair inhibition; HEK293T ELG1-luciferase reporter, luminescence, 16 h; DNA damage induced by 5-fluorouridine; Potency, µM (series often up to 46.1 µM), for the others: at the top dose activity change, negative = inhibition, hits mostly inhibitors; actives 2.3% (n = 330,000); also: potency is read from the fitted curve at half-maximal effect; % is scaled to controls: 0 for no effect and ±100 for the full control effect; nearly all actives have a fitted effect of over 55% in size
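In this reporter screen, reduction of luminescence relative to DMSO vehicle indicated activity. Compounds and 5-fluorouridine were added together to 2,000 cells per well, incubated for 16 hr at 37 °C, then developed with ONE-Glo.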
TSHR antag: antagonists of human thyroid stimulating hormone receptor; P16473; TSHR-expressing cells, TSH-stimulated cAMP HTRF, 2 h; active compounds read low; activity change, negative = inhibition, % at 11.5 µM; actives 0.2% (n = 330,000); AID 504810;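 active = activity change below a set negative limit, meaning inhibition stronger than a set level, cut at about -70% in these data; inconclusive = activity change between two set negative limits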; also: % is scaled to controls: 0 for no effect and ±100 for the full control effect
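Freshly harvested TSHR cells receive pin-tooled compound, then EC80 TSH at 4nM final. After 2 hours at 37 deg C, antibody in lysis buffer and cAMP-d2 are added; 30 minutes at ambient temperature precede the HTRF read.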
Eya2 inh: inhibitors of human Eya2 phosphatase activity. O00167. recombinant Eya2, OMFP fluorescence dephosphorylation (OMFP is methylfluorescein phosphate). Potency, µM (top dose mostly 76.9 µM), inactives show top-dose activity, negative = inhibition, actives largely listed as inhibitors. actives 0.006% (n = 330,000). AID 488837; also: potency is read from the fitted curve at half-maximal effect; % is scaled to controls: 0 for no effect and ±100 for the full control effect
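Eya2 protein (added as 0.2 uM solution) was preincubated with compound for 10 min at ambient temperature in 50 mM HEPES pH 7.5, 50 mM NaCl, 5 uM MgCl2, 0.05% BSA, 1 mM DTT. OMFP (added at 50 uM) then reacted 10 min; fluorescence read at 485/525 nm.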
Mito fusion yeast: mitochondrial division inhibition or fusion activation; AID 485298; S. cerevisiae fusion-defective mutant growth rescue, CellTiterGlo 48 h; actives 0.23% (n = 320,000); Potency, µM (doses to about 46.1 µM), for inactives: top-dose growth rescue (activation), usual class: activators;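 also: potency is read from the fitted curve at half-maximal effect; % of control where 0% means no effect; nearly all actives have a fitted effect of over 45% in size; temperature-sensitive fusion mutants such as fzo1-1 at 37 °C on non-fermentable ethanol glycerol medium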
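S. cerevisiae fusion-defective temperature-sensitive mutants (e.g. fzo1-1, mgm1-5) grown 48 h at 37C in YPEG (ethanol/glycerol non-fermentable) medium with 23 nl compound per well; growth rescue read as CellTiterGlo luminescence.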
PTAP TSG101 blk: blocks PTAP/TSG101 interaction to inhibit HIV-1 budding; Q99816; Fluorescence polarization, FITC-PTAP peptide / Tsg101 binding; Potency, µM (series often up to 115 µM), for the others: top-dose activity change, negative = inhibition, actives largely listed as inhibitors; 340,000 tested, under 10 active; AID 493005; active = well fitted inhibition curve with a large enough effect in the main read-out, with a control signal flat, not every such curve was filed as active; inconclusive = small, poorly fitted or top-dose-only effect, or effect the other way, or a change in a side signal; inactive = no such curve, though single readings can be large or run the other way; also: potency is read from the fitted curve at half-maximal effect; % of control where 0% means no effect
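FP read-out: FITC-PTAP peptide, 50 nM final, binding Tsg101 binding domain, 10 uM final; 20 min, r.t.; 10 mM HEPES pH 7.5, 0.15 M NaCl, 0.01% Tween 20, 3 mM EDTA, 0.1 mM TCEP.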
Chronic BCR inh: chronic active BCR signaling inhibition; ABC-DLBCL IkBa-CBG/CBR reporter, luminescence ratio, 4 h; Potency, µM (top dose mostly 46.1 µM), for inactives: at the highest dose ratio change, negative = lower green/red ratio, usual class: inhibitors; actives 0.05% (n = 340,000); active = well fitted inhibition curve with a large enough effect in the signal ratio, with a control signal flat, not every such curve was filed as active; inconclusive = small, poorly fitted or top-dose-only effect, or effect the other way, or a change in a side signal; the % refers to the signal ratio;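 also: potency is read from the fitted curve at half-maximal effect; plate controls were basal doxycycline-induced cells for no effect and cells given 10 µM MG132 for full effect; MG132 reads +100%, hits lower the ratio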
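TMD8 human ABC-DLBCL cells with doxycycline-inducible IκBα–green luciferase fusion and unfused red luciferase, in 0.5% FBS medium; compounds up to 46 uM, 4 h at 37C. Green/red luminescence ratio, filter-overlap corrected, fitted to concentration-response curves.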
USP2a inh: USP2a (human) protease inhibition. USP2 core, Ub-CHOP2 coupled fluorogenic reporter, 485/531. Potency, µM (top dose mostly 38.3 µM), inactives show at the top dose activity change, negative = inhibition, actives largely listed as inhibitors. actives 0.01% (n = 330,000);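 also: potency is read from the fitted curve at half-maximal effect; plate controls were DMSO wells for no effect and full inhibition by NEM control for full effect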
Target sequence (O75604 whole entry, looked up): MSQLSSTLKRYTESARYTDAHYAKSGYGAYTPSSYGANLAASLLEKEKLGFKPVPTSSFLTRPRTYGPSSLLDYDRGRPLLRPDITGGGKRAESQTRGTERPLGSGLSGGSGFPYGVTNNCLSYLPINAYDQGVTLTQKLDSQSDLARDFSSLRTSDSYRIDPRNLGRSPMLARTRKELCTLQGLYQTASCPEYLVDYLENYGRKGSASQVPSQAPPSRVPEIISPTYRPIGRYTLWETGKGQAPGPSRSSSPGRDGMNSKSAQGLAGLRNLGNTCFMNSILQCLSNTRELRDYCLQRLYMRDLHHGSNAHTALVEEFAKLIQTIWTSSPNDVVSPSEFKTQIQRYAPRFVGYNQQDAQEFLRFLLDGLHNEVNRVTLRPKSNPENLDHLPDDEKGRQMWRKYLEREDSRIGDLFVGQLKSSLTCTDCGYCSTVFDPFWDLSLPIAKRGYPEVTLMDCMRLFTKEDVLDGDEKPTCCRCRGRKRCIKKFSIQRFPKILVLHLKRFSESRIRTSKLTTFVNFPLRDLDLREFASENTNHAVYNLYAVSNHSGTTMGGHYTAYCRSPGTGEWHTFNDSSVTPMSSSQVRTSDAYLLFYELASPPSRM
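Deubiquitinase activity read as fluorescence (485/531 nm) after Ub-CHOP2 cleavage activates the enterokinase reporter on its substrate; USP2 core 10nM, Ub-CHOP2 and substrate 25nM each, 30min compound preincubation then 60min RT; data normalized to NEM, curves fitted.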
B2AR arrestin: beta2AR (human) beta-arrestin recruitment activity; P07550; beta-arrestin recruitment to beta2AR, cell-based reporter; actives 0.02% (n = 330,000); AID 492947; Potency, µM (top dose mostly 46.1 µM), for the others: at the highest dose activation, usual class: activators;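 also: potency is read from the fitted curve at half-maximal effect; 0% = DMSO controls and full agonism = EC100 isoproterenol or metaproterenol; nearly all actives have a fitted effect of over 65% in size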
Target sequence (P07550 whole entry, looked up): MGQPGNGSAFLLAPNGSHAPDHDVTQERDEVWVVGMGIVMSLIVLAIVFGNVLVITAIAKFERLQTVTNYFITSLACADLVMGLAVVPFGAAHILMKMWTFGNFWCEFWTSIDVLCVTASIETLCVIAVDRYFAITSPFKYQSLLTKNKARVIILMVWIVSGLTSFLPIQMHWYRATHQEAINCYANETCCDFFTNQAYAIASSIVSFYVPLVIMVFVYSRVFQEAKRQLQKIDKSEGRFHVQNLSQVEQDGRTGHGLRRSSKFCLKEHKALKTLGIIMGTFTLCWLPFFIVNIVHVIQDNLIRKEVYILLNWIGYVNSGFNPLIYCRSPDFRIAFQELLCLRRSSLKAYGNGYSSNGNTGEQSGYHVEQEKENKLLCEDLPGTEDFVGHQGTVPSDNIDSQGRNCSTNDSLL
TCR activator: activators of T cell receptors | primary human leukocytes, anti-CD3, IL-2 HTRF, 48 h | 330,000 tested, under 10 active | Potency, µM (doses to about 9.22 µM), without a hit: at the top dose activation of IL-2 secretion, most hits filed as activators; also: % of control where 0% means no effect
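HTRF read-out of IL-2 secretion: europium cryptate donor excited at 320nm, d2 acceptor emission at 665nm. Cells were primary human leukocytes incubated 48 hr with compounds and a-CD3 beads, supplying TCR signal only.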
An asterisk follows results filed as active; ? = inconclusive; / = no result given; [ ] = another dose, or the depositor's remark. Unless noted, calls follow the shape of the dose curve; as a rule, active = well fitted curve in the direction sought with a large enough effect; inconclusive = small, poorly fitted or top-dose-only effect, or another doubt; inactive = no such curve, though single readings can be large; an effect the other way counts as inactive or inconclusive.

SMILES	Tb PFK block	uPA generation	ELG1 DNA repair	TSHR antag	Eya2 inh	Mito fusion yeast	PTAP TSG101 blk	Chronic BCR inh	USP2a inh	B2AR arrestin	TCR activator
CCCOP(=O)(c1ccc(N(C)C)cc1)C(Nc1ccccc1)c1ccc(C)cc1 (configuration not stated)	3%	-9%	?	1	-9%	4%	-1%	1%	2%	0.2%	-1%
CCOC(=O)N1CCC(N2CCN(S(=O)(=O)c3ccc4ccccc4c3)CC2)CC1	-8%	?	?	-18	10%	-1%	/	0%	0%	-0.6%	/
COC(=O)COc1ccccc1/C=C1/NC(=O)NC1=O	-1%	2%	2%	1	-1%	-3%	0%	?	1%	-0.5%	8%[46.1 µM]
COc1cc(CNC2CCCC2)c(Br)cc1OCc1ccccc1	0%	-6%	-15%	-5	-11%	-9%	2%	-13%	-2%	-0.4%	-1%
NS(=O)(=O)c1ccc(CNC(=O)c2ccc(Cl)c(S(=O)(=O)NCc3ccccc3)c2)cc1	5%	3%	-5%	-9	4%	5%	-1%	0%	0%	-0.2%	6%
COC(=O)C1=C(C(=O)OC)SC(=C2C(=S)C(C)(C)N(C(=O)C(C)C)c3ccccc32)S1	-2%	-8%	-10%	-3	-32%	2%	-7%	1%	-6%	0.4%	/
CN(CCOc1ccccc1)C(=O)c1ccc(OC2CCN(C(=O)C3CC3)CC2)cc1	-3%	8%	?	4	-6%	2%	-2%	?	-1%	0.2%	0%
O=C(NC(=S)Nc1ccc(C(F)(F)F)cc1)c1csnn1	1%	1%	12%	-10	6%	21%	2%	-3%	3%	0.3%	-1%
COc1cccc(NC(=O)CSc2nnc(-c3ccco3)c(-c3ccco3)n2)c1	?	-1%	-5%	-4	-4%	6%	-8%	1%	-1%	-0.1%	-5%
CNC(=O)OCc1cccc(COC(=O)NC)n1	1%	1%	1%	6	22%	-3%	2%	-2%	4%	0.3%	-2%
NC(=O)C1CCN(C(=O)c2ccc(CS(=O)(=O)c3c(Cl)cccc3Cl)o2)CC1	-3%	8%	-4%	-2	-25%	-5%	-2%	0%	2%	0.2%	3%
CCOc1ccc(C2=NNC(c3cccs3)=Nc3ccc(OCC)cc32)cc1	-1%	/	-14%	6	-5%	4%	/	?	-4%	-0.3%	/
C[C@H](CO)N1C[C@H](C)[C@@H](CN(C)C(=O)NC2CCCCC2)Oc2c(NC(=O)c3ccncc3)cccc2C1=O	7%	-1%	?	-3	8%	/	-1%	-2%	-1%	0.0%	5%
CCCCOC(=O)n1c(=S)oc2cc(Cl)ccc21	0%	0%	?	12	11%	3%	-3%	?	0%	-0.5%	0%
CC(=O)c1cccc(N(CC(=O)NC2CCCCC2)C(=O)CCC(=O)Nc2nc(C)cs2)c1	-2%	-2%	1%	-2	-13%	-1%	-4%	0%	2%	-0.4%	16%
COc1ccc(-c2cc(C(=O)OCC(=O)NC3CC3)c3ccccc3n2)cc1OC	0%	-5%	?	-4	-11%	/	-2%	-3%	0%	-0.6%	6%[46.1 µM]
COc1ccc2ccc(OCC(=O)N3c4ccccc4NC(=O)CC3C)cc2c1 (configuration not stated)	-3%	-15%	10%	-9	-4%	-4%	-1%	?	-1%	-1.3%	-2%
CC(=O)c1c(Cl)nc2ccc(Br)cc2c1-c1ccccc1	3%	?	2%	-18	-9%	4%	0%	14%	1%	-2.0%	1%
CCN(C(=O)c1ccnc(C(C)(C)C)c1)c1ccccc1	8%	/	1%	1	3%	4%	-5%	-2%	-2%	-0.2%	2%
Cc1c(C2N3CC4(C)CN2CC(C)(C3)C4=O)c2ccccc2n1C (configuration not stated)	1%	2%	-3%	-4	7%	-5%	-6%	1%	0%	0.3%	-7%
COc1ccc(C)cc1NCC(=O)Nc1ccc(C(C)(C)C)cc1	3%	2%	-2%	1	-13%	15%	-10%	18%	1%	-1.1%	-3%[46.1 µM]
COc1cc(C(=O)Nc2cc(C(F)(F)F)ccc2N2CCOCC2)ccc1OCC(=O)N1CCOCC1	24%	-5%	14%	3	-6%	0%	-3%	-18%	-1%	-0.5%	-6%
O=C(O)c1ccc(NC(=O)c2cccc(NC(=O)c3cccs3)c2)cc1	-6%	-1%	0%	9	-1%	0%	-2%	-1%	-1%	-0.2%	3%
COc1ccc(-c2nc(CN3CCC(c4ccccc4)CC3)c(C)o2)cc1OC	6%	-1%	-16%	3	-1%	-3%	5%	-11%	-1%	0.0%	3%
Cc1cc2c(cc1S(=O)(=O)CCC(=O)N(C)Cc1ccccc1)OCC(=O)N2	2%	4%	2%	11	14%	-1%	-6%	-5%	-1%	0.1%	-1%
Fc1ccc(/C=N/Nc2nnnn2-c2ccccc2)cc1	-1%	2%	9%	1	1%	5%	-1%	-1%	3%	-0.1%	5%
CCOC(=O)/C=c1\s/c(=C\c2ccc3c(c2)OCCO3)c(=O)n1CC(=O)NCC1CCCO1 (configuration not stated)	2%	-1%	-8%	8	-10%	0%	3%	?	0%	-0.4%	-5%
CCc1nnc(NC(=O)Nc2ccc(OC)cc2)s1	-3%	-2%	?	1	-24%	1%	-1%	-3%	-1%	0.5%	9%
CCOc1cc2[nH]c(=O)n(CCCN3CCN(c4ccc(OC)cc4)CC3)c(=O)c2cc1OCC	1%	2%	-29%	-4	-22%	0%	-3%	6%	-1%	-0.3%	-9%
O=C(NCc1ccc2c(c1)OCO2)c1ccc(=O)[nH]c1	-5%	0%	-5%	5	15%	3%	1%	-13%	2%	0.6%	-2%
CCCN(CC(=O)Nc1ccccc1C)C(=O)c1ccc2c(c1)S(=O)(=O)N=C1CCCCCN12	0%	8%	17%	-8	-10%	1%	-5%	0%	3%	-0.1%	3%
COc1ccccc1N1C(=O)C2CC=CC(C)C2C1=O (configuration not stated)	0%	1%	4%	-3	10%	4%	-6%	2%	0%	-0.9%	-1%
Cc1cc(C)nc(-n2nc(C)cc2NC(=O)CNCc2ccccc2)n1	2%	0%	1%	4	24%	-9%	-11%	2%	-1%	0.1%	6%
CCNC(=O)Nc1ccccc1C(=O)OC	6%	-2%	?	-25	1%	3%	0%	-3%	3%	-0.2%	4%
Cc1ccc2nc(Cl)c(C3CC(c4cccs4)=NN3C(=O)CCC(=O)O)cc2c1 (configuration not stated)	-4%	-5%	?	8	-3%	0%	-3%	-11%	5%	-0.7%	-3%[46.1 µM]
O=C(CSc1nncs1)Nc1nnc(-c2ccccc2)o1	-9%	8%	16%	17	-3%	1%	-3%	?	-1%	-0.4%	1%
COc1ccc(Nc2nc(-c3ccccc3)c(C(=O)Nc3cccnc3)s2)cc1	1%	40%[activator]	?	-1	9%	-3%	-2%	?	1%	-0.1%	6%
COc1ccc(Cl)cc1NC(=O)CN(C)C(=O)CCC(=O)c1cc(C)sc1C	0%	-4%	?	7	15%	1%	-6%	-5%	-5%	-1.1%	/
CCOC(=O)c1c(NC(=O)c2ccccc2Cl)sc2c1CCc1ccccc1-2	0%	1%	-5%	-11	11%	11µM*	-1%	?	1%	0.3%	-1%[46.1 µM]
CC(NC(=O)COC(=O)c1cc(NS(=O)(=O)c2ccc(Cl)c([N+](=O)[O-])c2)ccc1O)C1CC2CCC1C2 (configuration not stated)	0%	0%	?	?	1%	-3%	-1%	?	-18%	-0.3%	-1%[46.1 µM]
O=C(CN1C(=O)NC2(CCc3ccccc32)C1=O)c1ccc(F)c(F)c1 (configuration not stated)	0%	-9%	1%	17	8%	7%	3%	?	0%	0.2%	-5%
Cn1c2c(c(=O)[nH]c1=O)C(c1cccc(O)c1)C1=C(N2)c2ccccc2C1=O (configuration not stated)	0%	-22%	?	-7	0%	-1%	0%	6%	3%	-0.6%	-2%
CN(CC(=O)Nc1ccc(S(N)(=O)=O)cc1)c1ccccc1	?	4%	6%	-7	-12%	-3%	1%	-1%	0%	-0.1%	13%
Cc1cccc(-n2ncc3c2CCCC3NC(=O)Cc2c(C)noc2C)c1C (configuration not stated)	-7%	-17%	?	-9	-2%	0%	-2%	0%	0%	-0.5%	12%
O=C(Nc1cccc2nsnc12)c1ccc(-c2ccc(Br)cc2)o1	-2%	5%	?	0	20%	-1%	3%	-1%	-2%	0.1%	1%
Cc1ccc(-n2c3c(c(O)c(-c4ccccc4)c2=O)C(=O)CC(C)(C)C3)cc1	1%	-19%	2%	-4	0%	/	0%	?	0%	-0.7%	1%[46.1 µM]

Compound activity as filed in PubChem.
